# Hsp70 act – transcriptional activators of Hsp70; AID 1203; activation, % at 10 µM; HeLa Hsp70 promoter luciferase reporter, luminescence; scaled: vehicle 0, proteasome-inhibitor control 100%; 200,000 tested, 0.04% active;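 active = activation above the mean across all tested compounds plus 3 SD, cutoff set per campaign, cut at about 5.5% in these data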;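 note: 100% = MG132 at 30 µM as the positive control and 0% = DMSO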
# STAT3 blocker – inhibitors of IL-6 induced STAT3 signaling. U3A cells, IL-6 STAT3-luciferase reporter, luminescence; host cell line lacks STAT1. inhibition, % at 5.5 µM. 190,000 tested, 0.89% active. AID 862;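 active = inhibition above the mean inhibition across all screened compounds plus 3 SD, cut at about 44% in these data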;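 note: 0% = DMSO only wells and 100% = 100 µM nifuroxazide control wells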
# NF-kB neuron act – NF-kB expression increase, human neuronal cells. NF-kB reporter expression; stronger effect = higher value. fold change at 12.5 µM. 190,000 tested, 1.6% active. AID 1239; in the data active = fold change above about 3.3
# STAT3 activator – STAT3 signaling activation; U3A cells, IL-6 STAT3-luciferase reporter, luminescence; 100% = signal with IL-6 EC80 alone; activation (% of control), % at 5.6 µM; 190,000 tested, 0.91% active; AID 871;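 active = activation above the screen-wide mean of compound activation plus 3 SD, cut at about 130% in these data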;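 note: 0% = background luminescence of wells with medium and substrate only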
#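 System – human U3A cells carrying STAT3-luciferase construct · Probe or stimulus – Interleukin-6, 33 ng/mL · Schedule – compound 1 h, then IL-6 6 h at 37 °C · Signal – luminescence from STAT3-driven luciferase reporter · Evaluation – percent of IL-6-only median luminescence · Benchmarks – IL-6-only high control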
# TLR4 MyD88 comp – blocks binding of human TLR4 to MyD88. O00206+Q99836. HeLa CL3-4 TLR4/MyD88 BLA complementation, FRET ratio. inhibition, % at 8.4 µM. 200,000 tested, 0.18% active. AID 861; in the data active = inhibition above about 25%;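 note: 0% = vehicle and 100% = reference inhibitor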
# Target sequence (O00206 whole entry, looked up): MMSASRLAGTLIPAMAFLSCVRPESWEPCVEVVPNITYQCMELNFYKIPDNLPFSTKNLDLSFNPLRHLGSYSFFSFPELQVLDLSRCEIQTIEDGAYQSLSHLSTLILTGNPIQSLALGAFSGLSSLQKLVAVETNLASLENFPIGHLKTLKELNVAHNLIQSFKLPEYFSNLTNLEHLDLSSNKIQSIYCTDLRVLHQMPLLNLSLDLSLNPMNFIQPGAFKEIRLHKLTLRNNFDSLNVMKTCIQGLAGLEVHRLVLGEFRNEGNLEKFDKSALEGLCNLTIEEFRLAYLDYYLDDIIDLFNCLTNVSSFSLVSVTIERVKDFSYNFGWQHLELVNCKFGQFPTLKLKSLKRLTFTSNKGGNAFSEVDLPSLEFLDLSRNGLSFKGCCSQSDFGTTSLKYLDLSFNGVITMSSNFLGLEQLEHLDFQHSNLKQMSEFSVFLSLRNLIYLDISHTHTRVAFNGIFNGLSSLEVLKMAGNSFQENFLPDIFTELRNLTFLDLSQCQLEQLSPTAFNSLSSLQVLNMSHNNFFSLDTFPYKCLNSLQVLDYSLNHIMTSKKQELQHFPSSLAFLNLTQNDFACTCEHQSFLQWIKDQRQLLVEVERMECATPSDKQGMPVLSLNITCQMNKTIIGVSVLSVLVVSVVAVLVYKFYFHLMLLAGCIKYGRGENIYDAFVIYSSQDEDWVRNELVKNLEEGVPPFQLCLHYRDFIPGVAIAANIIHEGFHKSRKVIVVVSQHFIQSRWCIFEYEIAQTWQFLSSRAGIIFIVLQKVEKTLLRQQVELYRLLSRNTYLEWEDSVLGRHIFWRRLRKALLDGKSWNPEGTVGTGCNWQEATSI
# Target sequence (Q99836 whole entry, looked up): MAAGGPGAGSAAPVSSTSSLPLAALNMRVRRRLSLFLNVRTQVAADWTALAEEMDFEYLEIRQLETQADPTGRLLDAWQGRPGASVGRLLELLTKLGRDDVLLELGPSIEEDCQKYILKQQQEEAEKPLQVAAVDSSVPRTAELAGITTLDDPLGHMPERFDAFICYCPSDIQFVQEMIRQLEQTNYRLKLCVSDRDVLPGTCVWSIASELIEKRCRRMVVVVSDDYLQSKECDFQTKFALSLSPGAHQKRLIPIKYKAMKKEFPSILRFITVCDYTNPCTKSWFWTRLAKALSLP
# Efa HMGR inh – inhibitors of class II HMG-CoA reductase from Enterococcus faecalis | 190,000 tested, 0.41% active | inhibition, % at 10 µM | purified E. faecalis HMGR, NADPH absorbance 340 nm kinetic;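 active = inhibition above a set limit, the median over all tested compounds plus 3 SD, cut at about 9.5% in these data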;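 note: enzyme runs in reverse so mevalonate oxidation gives rising NADPH absorbance; 0% = complete reaction with DMSO and 100% = background rate lacking mevalonate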
# DTT redox prof – compounds producing H2O2 with reducing agent – biochemical, NIH compound library profiling, artefact control for MLSCN library redox annotation, primary screen; DTT-dependent redox cycling H2O2, phenol red/HRP absorbance; 100% = 100 µM peroxide control, 0% = buffer; activation, % at 10 µM; 200,000 tested, 0.03% active; AID 878;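 active = activation of at least 50% relative to the plate's high and low controls in the primary single-dose screen; inactive = activation below 50%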;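 note: compound incubated with DTT at 0.8 mM final as the reducing agent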
# STAT1 act – activators of IFN-gamma induced STAT1 signaling; activation (% of control), % at 5.5 µM; NIH 3T3 STAT1-luciferase reporter, luminescence; 100% = IFN-gamma alone, no compound; AID 932; 200,000 tested, 2.6% active;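 active = activation above the screen-wide mean activation plus 3 SD, cut at about 130% in these data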;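 note: raw ratio to IFN-gamma control signal so 100% means no change and 0% no light; values of inactives mirror those of a sister screen read the other way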
# STAT1 inh – inhibitors of IFN-gamma induced STAT1 signaling | NIH 3T3 STAT1-luciferase reporter, luminescence | 200,000 tested, 0.35% active | inhibition, % at 5.5 µM;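 active = inhibition above a set limit, the mean inhibition across all tested compounds plus 3 SD, cut at about 34% in these data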;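 note: 0% = IFN-gamma with DMSO and 100% = IFN-gamma with 300 µM nifuroxazide; values of inactives mirror those of a sister screen read the other way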
# APP 5'UTR act – APP 5'UTR luciferase reporter activation; SH-SY5Y APP 5'UTR luciferase reporter, luminescence; zero percent = DMSO vehicle wells; activation, % at 2 µM; 190,000 tested, 1% active;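 active = activation above a set limit, based on mean plus 3 SD of controls, cut at about 140% in these data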; note: values of inactives mirror those of a sister screen read the other way
# The depositor's hits bear a star; nt = no result given.
SMILES,Hsp70 act,STAT3 blocker,NF-kB neuron act,STAT3 activator,TLR4 MyD88 comp,Efa HMGR inh,DTT redox prof,STAT1 act,STAT1 inh,APP 5'UTR act
COc1ccccc1N(CC(=O)NCc1ccccc1)C(=O)CCC(=O)Nc1cc(C)ccn1,-0.4,4,0.86,100,4,-3,3.1,102,-2,1
N#CCN1CCC(c2cc(-c3ccco3)n[nH]2)CC1,-0.1,8,1.3,95,3,-1,-0.1,103,-5,-10
CCOc1cccc2cc(C(=O)N3CCc4ccccc4C3)c(=O)oc12,-0.1,5,0.91,97,-6,-1,0.8,101,-2,15
Cn1c(=O)c2[nH]c(NCCCN3CCOCC3)nc2n(C)c1=O,-0.6,1,1.1,104,14,-6,-0.3,104,-4,15
CCCC(=O)N1CC2(CCC)CN(C(=O)CCC)CC(CCC)(C1)C2=O,0.1,12,1.3,94,2,0,0.1,95,6,9
O=C(N(Cc1ccccc1)c1ccccn1)C12CC3CC(CC(C3)C1)C2,0.1,7,0.96,98,9,-3,0.1,100,1,-8
O=S(=O)(Nc1ccc(O)c(Sc2nc3ccccc3s2)c1)c1ccc(Cl)cc1,-0.1,11,0.83,100,20,-1,1.4,102,-3,32
CCc1ccc(NC(=O)CSc2nc3[nH]ncc3c(=O)[nH]2)cc1,-0.3,-5,1.3,104,0,-7,0.1,97,4,0
Cc1noc(-c2ccccc2OC(=O)c2ccccc2)n1,-0.2,-3,0.9,107,-3,-1,2.9,99,1,-1
CCC(=O)c1cn(CC(=O)O)c2ccccc12,-0.5,6,1.1,98,16,-6,0.0,99,0,19
O=C(CSc1nnnn1-c1ccc2c(c1)OCCO2)c1cccc2c1OCCO2,0.8,-3,1.4,105,-12,-3,1.1,110,-11,13
Cc1cc(C(=O)N/N=C2\CC(=O)CC(C)(C)C2)c(C)n1-c1ccc(F)cc1,-0.2,-5,1,103,0,-3,-0.1,97,4,3
CS(=O)(=O)N(CC(=O)Nc1ccccc1Sc1ccccc1)c1cccc(Br)c1,-0.2,-1,0.66,106,5,0,2.9,100,0,-6
CCn1cc(C(=O)N2CC(C)CC(C)C2)c(=O)c2cc(S(=O)(=O)N(C)C)ccc21 (configuration not stated),-0.3,nt,1.6,nt,-18,-3,0.6,95,4,-5
CC(c1cccs1)N(Cc1ccco1)C(=S)Nc1ccc(F)c(Cl)c1 (configuration not stated),0.0,20,0.99,92,-10,-3,0.0,98,2,27
CC1CCN(c2nc3c(c(=O)[nH]c(=O)n3C)n2CCSc2nc3ccccc3o2)CC1,-0.3,7,1.2,97,-7,-2,1.5,99,1,12
O=C(Nn1c(-c2ccncc2)nc2ccccc2c1=O)c1ccc(Br)cc1,-0.4,-2,1.6,104,1,-5,0.0,108,-10,-11
Cc1ccc(-c2cnc(NC(=O)c3cccc(Br)c3)s2)c(C)c1,-0.3,0,1.3,107,-16,-6,-3.6,108,-9,4
CC(C)c1ccc(CN(C(=O)C2COc3ccccc3O2)C2CCS(=O)(=O)C2)cc1 (configuration not stated),0.1,-1,0.77,105,11,0,1.2,103,-3,-18
Cc1nn(C)c(Nc2ccc(Br)cc2)c1Br,-0.4,32,1.2,76,4,4,-1.3,83,16,-15

# Compounds shown so far containing a Cl atom, in the order listed:
SMILES,Hsp70 act,STAT3 blocker,NF-kB neuron act,STAT3 activator,TLR4 MyD88 comp,Efa HMGR inh,DTT redox prof,STAT1 act,STAT1 inh,APP 5'UTR act
O=S(=O)(Nc1ccc(O)c(Sc2nc3ccccc3s2)c1)c1ccc(Cl)cc1,-0.1,11,0.83,100,20,-1,1.4,102,-3,32
CC(c1cccs1)N(Cc1ccco1)C(=S)Nc1ccc(F)c(Cl)c1 (configuration not stated),0.0,20,0.99,92,-10,-3,0.0,98,2,27

# Remaining list, next part:
SMILES,Hsp70 act,STAT3 blocker,NF-kB neuron act,STAT3 activator,TLR4 MyD88 comp,Efa HMGR inh,DTT redox prof,STAT1 act,STAT1 inh,APP 5'UTR act
Cc1cc(C)cc(NC(=O)CSc2nc(N)c(NC(=O)c3cccs3)c(=O)[nH]2)c1,0.2,-11,1.1,109,-12,2,0.5,110,-11,9
N/C(=N\N=C\c1cccs1)SC1CC(=O)N(c2ccc(Br)cc2)C1=O (configuration not stated),0.0,5,1.2,98,9,-4,-0.6,99,-1,10
CC(/C=C/c1ccccc1F)=N\NC(=O)C(C)C,-0.3,-5,1.8,107,-8,-3,1.3,109,-10,17
Cc1onc(-c2ccccc2)c1C(=O)Nc1ccon1,-0.3,1,1.1,104,7,-8,0.1,94,6,3
CCOC(=O)CC1=C(C(=O)OCC)C(c2cccs2)C(C#N)=C(N)O1 (configuration not stated),-0.3,1,1,99,6,-3,-0.2,82,23,-22
CCOC(=O)c1nnn(-c2ccc([N+](=O)[O-])cc2[N+](=O)[O-])c1C,0.3,5,0.77,101,6,-8,-0.4,99,1,-17
O=C(CNCC1(N2CCOCC2)CCCCC1)Nc1ccc(Cl)cc1,-0.2,-8,1,109,12,0,-2.0,94,6,18
O=C(CN1CCN(Cc2ccccc2)CC1)Nc1ccc(-n2cnnn2)cc1,-0.2,0,1.1,105,1,1,0.2,104,-6,11
Cn1nc(-c2ccccc2)c(COC(=O)c2cccc(Cl)c2)c1S(=O)(=O)c1ccccc1,-0.1,4,1.2,102,-10,6,0.2,99,1,-1
CCN(CC(=O)Nc1ccc2c(c1)OC(F)(F)O2)Cc1nc2ccccc2c(=O)[nH]1,-0.1,-24,1.1,124,13,-10,0.3,105,-6,0
COc1ccc(NC(=O)Cn2c(=O)n(-c3ccccc3)c(=O)c3sccc32)c(OC)c1,-0.2,-4,1.2,108,0,7,0.2,105,-4,7
O=C(c1ccco1)N1CCn2cccc2C1c1ccccc1 (configuration not stated),-0.2,3,1.1,103,-4,0,1.4,94,6,13
O=Cc1c(N2CCN(c3cccc(Cl)c3)CC2)nc2ccccn2c1=O,-0.3,27,0.55,83,4,4,-0.6,100,0,7
N#CCC1c2ccccc2CCN1C(=O)Nc1cccc(Cl)c1 (configuration not stated),-0.2,7,0.66,102,0,-1,-0.5,100,-2,3
Cc1cc(N2CCCC2)nc2ccc(NC(=S)NCCCN3CCC(C)CC3)cc12,-0.2,8,0.92,98,8,1,-0.8,99,1,-5
COC(=O)CSc1cc(C)nc(SC)n1,-0.5,9,1.1,93,3,-4,2.2,97,0,-5
OCCCn1c(-c2ccccc2)csc1=Nc1ccccc1,-0.3,2,1.1,103,-13,-2,-0.7,96,3,7
COc1ccc(CNC(=O)CN(c2cccc([N+](=O)[O-])c2)S(C)(=O)=O)cc1,-0.3,3,0.99,98,-22,0,0.1,100,-2,-1
O=[N+]([O-])c1cccc(-c2ccc(C(=S)N3CCN(c4ccc(F)cc4)CC3)o2)c1,-0.1,23,1.1,87,-17,-5,-0.6,99,1,-5
Cn1nc(C(F)(F)F)c(/C=N/OC(=O)c2ccc(Cl)cc2)c1Cl,0.7,1,1.3,108,-12,-2,1.7,98,2,-2

# Single records (already shown). Order of screens: Hsp70 act | STAT3 blocker | NF-kB neuron act | STAT3 activator | TLR4 MyD88 comp | Efa HMGR inh | DTT redox prof | STAT1 act | STAT1 inh | APP 5'UTR act
# O=Cc1c(N2CCN(c3cccc(Cl)c3)CC2)nc2ccccn2c1=O as listed: -0.3 | 27 | 0.55 | 83 | 4 | 4 | -0.6 | 100 | 0 | 7
# CCc1ccc(NC(=O)CSc2nc3[nH]ncc3c(=O)[nH]2)cc1 as listed: -0.3 | -5 | 1.3 | 104 | 0 | -7 | 0.1 | 97 | 4 | 0
# CS(=O)(=O)N(CC(=O)Nc1ccccc1Sc1ccccc1)c1cccc(Br)c1 as listed: -0.2 | -1 | 0.66 | 106 | 5 | 0 | 2.9 | 100 | 0 | -6
# O=C(N(Cc1ccccc1)c1ccccn1)C12CC3CC(CC(C3)C1)C2 as listed: 0.1 | 7 | 0.96 | 98 | 9 | -3 | 0.1 | 100 | 1 | -8

# Next section:
SMILES,Hsp70 act,STAT3 blocker,NF-kB neuron act,STAT3 activator,TLR4 MyD88 comp,Efa HMGR inh,DTT redox prof,STAT1 act,STAT1 inh,APP 5'UTR act
CS(=O)(=O)Cc1cc(Sc2ccccc2)nc(-c2ccncc2)n1,-0.4,11,0.97,93,-10,-4,-0.8,94,5,19
C/C(=N\OC(=O)c1ccc(C)cc1)c1sc(C)nc1C,-0.2,1,1.4,100,-3,-2,-4.5,104,-4,1
CC(C)[C@H](NC(=O)c1ccc(F)cc1)C(=O)NC1=NCCS1,-0.3,5,1.1,101,-9,-2,-0.3,109,-10,-7
COc1ccccc1N1CCN(CCCOc2ccc(F)cc2)CC1,-0.2,7,0.97,94,-9,-1,0.5,98,2,3
O=C(NCc1ccco1)c1ccc(Cn2c(=O)c3ccccc3n(Cc3ccc(Cl)cc3)c2=O)cc1,-0.4,-14,0.62,112,8,2,-2.8,93,7,-22
COc1ccc2cc(C(=O)NCc3ccco3)c(=O)oc2c1,0.0,14,3.9*,91,0,-4,2.7,105,-5,48
COc1ccc(OC)c(NC(=O)CCc2c[nH]c3ccccc23)c1,-0.5,28,1.2,82,-13,-14,-1.0,103,-5,-12
Cc1nc2ncnn2c(C)c1CCC(=O)N1CCc2ccccc21,-0.5,6,1.1,101,15,-3,-2.5,94,7,2
CC(C)(NO)/C(=N\O)c1ccc(Cl)cc1,-0.4,10,0.98,95,2,0,2.2,105,-6,1
CCc1ccc(C2CC(c3ccccc3Cl)Nc3nc(N)nn32)cc1 (configuration not stated),-0.4,-3,1,103,-4,-2,-2.5,105,-4,20
CC(C(=O)Nc1cccc(Br)c1)c1ccc([N+](=O)[O-])cc1 (configuration not stated),-0.3,-2,0.84,101,10,0,-0.1,98,2,22
Cc1ccc(C2=Nc3ccccc3N=C(c3ccc([N+](=O)[O-])cc3)C2)c(O)c1,-0.1,-14,1.4,107,-6,-11,1.2,105,-5,28
O=C(Nc1cccc(F)c1)Nc1ccccn1,0.5,1,2.7,102,-10,-3,1.2,148*,-52,69
COC(=O)CSc1c(-c2ccccc2)c2cc(Cl)ccc2[nH]c1=O,-0.3,10,1.2,96,-11,1,-5.3,93,8,26
c1ccc(-c2cn3c4c(sc3n2)CCCC4)cc1,-0.6,82*,1.6,33,-18,4,-1.1,75,27,88
COC(=O)c1cccc(-n2nnnc2SCC(=O)Nc2nc3c(s2)CCCC3)c1,0.3,13,0.84,92,-10,-5,-0.3,97,3,1
CCN(CC(=O)NC1CCS(=O)(=O)C1)c1nc(-c2cccnc2)nc2ccccc12 (configuration not stated),-0.1,3,0.85,101,-24,0,0.5,100,0,9

# Source: PubChem BioAssay
